# Assay outcomes from PubChem BioAssay.
# bCat KO growth: beta-catenin-lacking colon tumor cell growth suppression. HCT116 beta-catenin knockout viability, CellTiter-Glo, 60 h; stronger effect = lower value. viability, % at 10 µM. hit rate 1.5% among 140,000. AID 818;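 active = viability at or under a set limit, the compound median less 4 SD, cut at about 6% in these data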;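 note: 0% = Hyamine 1622 control at 20 µM and 100% = untreated cell control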
# GALR2 blocker: blocks the human galanin receptor 2. O43603. GALR2-expressing cells, antagonist mode. inhibition, % at 4 µM. hit rate 0.39% among 140,000. AID 828; in the data active = inhibition above about 27%;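 note: cells stimulated with galanin 1-16 at roughly its EC80; 0% = agonist challenge control and 100% = basal control without agonist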
# Target sequence (O43603 whole entry, looked up): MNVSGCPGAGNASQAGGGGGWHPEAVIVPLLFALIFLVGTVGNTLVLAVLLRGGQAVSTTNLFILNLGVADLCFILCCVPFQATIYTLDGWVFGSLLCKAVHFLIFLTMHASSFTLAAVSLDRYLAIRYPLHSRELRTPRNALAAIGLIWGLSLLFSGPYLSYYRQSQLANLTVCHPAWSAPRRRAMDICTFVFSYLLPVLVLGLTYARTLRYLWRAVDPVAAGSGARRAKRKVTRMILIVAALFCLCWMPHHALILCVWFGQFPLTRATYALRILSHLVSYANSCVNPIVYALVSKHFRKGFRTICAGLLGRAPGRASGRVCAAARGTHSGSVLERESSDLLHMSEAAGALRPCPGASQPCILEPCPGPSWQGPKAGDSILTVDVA
# Yeast growth inh: yeast BB579 growth reduction in restrictive medium. S. cerevisiae BB579 growth, OD615, 48 h. inhibition, % at 10 µM. hit rate 0.51% among 140,000. AID 804;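 active = inhibition above a set limit, 3 SD over the mean compound inhibition, cut at about 44% in these data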; note: inactives centre near -24
#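 Test system: Saccharomyces cerevisiae DeaD strain BB579, replicative lifespan model yeast | Buffer or medium: Restrictive CSMM-D medium | Doses: One dose, 10 µM compound with 0.25% DMSO | Incubation: 48 h exposure, 30 °C | Detection: Culture absorbance at 615 nm | Control set: Amphotericin B at 10 µg/mL as positive control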
# MRP-1 activ: activates MRP-1; viability increase, % at 10 µM; hit rate 0.61% among 140,000; H69AR cells + doxorubicin, viability rescue, CellTiter-Glo;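 active = viability gain under doxorubicin at or above a set limit, the compound median plus 3 SD, cut at about 4.7% in these data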;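 note: MRP-1 overexpressing cells given doxorubicin 25 µM after compound pretreatment; 18-22 h compound pretreatment then 72 h with doxorubicin before readout; 0% = doxorubicin-only wells and 100% = vehicle-treated cells without doxorubicin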
# PTEN del growth: PTEN-deleted cell growth suppression. AID 827. viability, % at 10 µM. hit rate 1.2% among 140,000. HCT116 PTEN-null viability, CellTiter-Glo, 60 h; stronger effect = lower value;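 active = viability at or below a set limit, 4 SD under the median of all tested compounds, cut at about 3.7% in these data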;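 note: PTEN knockout HCT116 line with beta catenin targeted HCT116 as companion control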
# E-sel TNF inh: TNF alpha driven E-selectin expression inhibition | HUVEC TNFa-induced E-selectin immunofluorescence, high content | inhibition, % at 2 µM | hit rate 0.71% among 120,000 | AID 1246;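 active = inhibition above the batch mean plus 3 SD, and confirmed as a hit on visual image review, cut at about 43% in these data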;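 note: 0% = TNF-stimulated DMSO wells and 100% = unstimulated control wells; not every result past the cut was called active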
# NPY-Y2 antag: antagonists of human neuropeptide Y receptor Y2; hit rate 0.99% among 140,000; inhibition, % at 2.7 µM; AID 793; NPY-Y2 expressing cells, antagonist mode; in the data active = inhibition above about 17%;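 note: 0% = vehicle with agonist challenge and 100% = reference antagonist with challenge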
# Target sequence (P49146 whole entry, looked up): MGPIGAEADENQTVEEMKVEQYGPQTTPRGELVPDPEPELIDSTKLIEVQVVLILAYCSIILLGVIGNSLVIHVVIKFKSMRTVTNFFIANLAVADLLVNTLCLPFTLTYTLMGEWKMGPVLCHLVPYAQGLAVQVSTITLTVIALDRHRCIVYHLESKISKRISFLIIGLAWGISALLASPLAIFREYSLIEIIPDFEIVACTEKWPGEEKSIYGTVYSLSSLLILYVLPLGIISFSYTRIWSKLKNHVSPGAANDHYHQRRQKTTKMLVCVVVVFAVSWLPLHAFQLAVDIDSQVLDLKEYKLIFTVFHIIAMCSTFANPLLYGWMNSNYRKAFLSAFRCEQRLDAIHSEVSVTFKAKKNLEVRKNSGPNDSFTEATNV
# Yeast life ext: yeast lifespan extension; S. cerevisiae growth with nicotinamide, OD615; deaD strain in restrictive glucose medium; inhibition of the nicotinamide effect, % at 10 µM; hit rate 0.68% among 130,000;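 active = inhibition above a set limit, placed 3 SD over the median of all compounds, cut at about 26% in these data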;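 note: 0% = nicotinamide-treated wells and 100% = cells grown without nicotinamide; some compounds called inactive have numbers as strong as hits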
#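 System: Modified budding yeast, DeaD strain | Buffer or medium: Restrictive glucose medium | Also added: 1.5 mM nicotinamide | Doses: 10 µM single point, 0.25% DMSO | Schedule: 48 h compound exposure at 30 °C, humidified | Detection: Absorbance at 615 nm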
# Phagocytosis inh: blocks phagocytosis by macrophages; J774A.1 macrophage IgG-bead phagocytosis, imaging; inhibition, % at 5 µM; hit rate 0.07% among 110,000; AID 1029;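 active = inhibition above the mean of the plate negative controls plus 5 SD, cut at about 13% in these data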;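 note: phagocytic index as fraction of beads internalized from green versus red external bead signal; plate controls were DMSO negative control for no effect and cytochalasin-D positive control for full effect; some results beyond the cut were filed as inactive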
# Measles CPE: protection of cells from measles virus | Measles virus-infected cells, CPE protection, absorbance | protection (pct of control), % at 4 µM | hit rate 1.5% among 140,000 | AID 841; in the data active = protection mostly above about 24%, no sharp cut-off; inactive = mostly below about 26%; note: some compounds called inactive have numbers as strong as hits
# * hit, by the source's call; . = no result given.
# Values run as follows: bCat KO growth	GALR2 blocker	Yeast growth inh	MRP-1 activ	PTEN del growth	E-sel TNF inh	NPY-Y2 antag	Yeast life ext	Phagocytosis inh	Measles CPE
> CCOC(=O)C1=C(N)OC2=C(C(=O)CCC2)C1c1ccccc1OCC (stereo unspecified)
  100.0	0.3	-48.3	-0.1	95.4	6.9	0.0	-10.8	-1.9	7.6
> CCC1(c2ccccc2)NC(=O)N(CC(=O)Nc2ccc3c(c2)OCO3)C1=O (stereo unspecified)
  91.5	7.6	-28.6	-1.4	95.0	.	-0.9	-4.5	-0.4	1.0
> O=C1C(C=Nc2ccccc2)=C(O)c2ccccc21
  90.8	-12.8	-5.9	-3.3	85.7	10.7	7.5	-10.5	.	17.5
> O=C(CCc1ccccc1)n1nc(-c2ccco2)nc1SCc1ccccc1
  92.4	-7.6	31.7	0.1	93.8	-4.8	2.4	0.5	.	8.8
> COc1cccc(-c2csc(N3CCN(C(=S)Nc4ccccc4Cl)CC3)n2)c1
  70.1	4.0	-18.1	-1.9	81.4	-51.7	6.1	-22.5	3.7	13.1
> COC(=O)CS(=O)(=O)c1nnc([C@H](Cc2ccccc2)NC(=O)OC(C)(C)C)o1
  98.0	-11.3	-47.4	-1.5	90.8	30.8	3.6	-7.7	-1.3	15.3
> CCOC(=O)c1ccc(NC(=O)CSc2nccn2C)cc1
  108.7	-7.0	-16.2	2.1	117.3	.	2.0	-15.7	-0.6	5.3
> CCOc1ccc(NC(=O)CC2C(=O)N(C)C(=S)N2Cc2ccc3c(c2)OCO3)cc1 (stereo unspecified)
  68.9	4.1	-7.6	-6.2	87.8	.	-1.5	.	.	4.5
> OC(CN1CCOCC1)CN(c1ccccc1)c1ccccc1 (stereo unspecified)
  94.2	-1.0	-3.9	-5.1	97.8	-12.1	0.7	-21.1	-0.4	4.0
> O=C1C(=O)c2c(C(=O)c3ccccc3)coc2-c2ccccc21
  1.8*	1.2	99.2*	-2.2	1.5*	12.3	0.5	-15.7	2.1	3.8
> OC1CCCN(Cc2ccc3c(c2)Cc2ccccc2-3)C1 (stereo unspecified)
  80.4	-4.6	-7.4	-1.0	89.6	.	6.2	-11.7	2.0	14.8
> CN(C)CCCNC(=S)N1CCn2c(nc3ccccc32)C1
  85.0	-4.4	-38.5	-0.4	98.3	-31.4	2.5	6.9	-2.1	4.2
> CCOc1ccc(S(=O)(=O)N2CCCCC2)c2ccccc12
  69.7	-5.5	-32.6	-2.8	71.5	.	7.8	-14.1	0.9	14.9
> Cc1ccc(-c2csc3nc[nH]c(=S)c23)cc1C
  16.8	2.8	18.8	-5.3	18.3	8.8	-0.9	-5.8	.	3.4
> O=C(CN1C(=O)NC2(CCOc3ccccc32)C1=O)Nc1ccc2c(c1)OCCO2 (stereo unspecified)
  99.0	1.1	-67.0	-1.5	95.5	.	1.2	-5.6	-0.8	3.4
> COc1cc(/C=N\NC(=O)Cn2nnc3ccccc32)cc(OC)c1OC
  97.9	13.7	-14.0	-1.7	106.1	-39.5	5.2	-3.5	-1.3	4.2
> Cc1nn(-c2ccccc2)c(C)c1NC(=O)c1ccc(S(=O)(=O)N2CCCC2)cc1
  101.6	5.5	-26.9	-1.4	103.2	5.0	2.8	-22.8	.	6.8
> Cc1noc(C)c1S(=O)(=O)Nc1ccc(C(=O)N2CCCCC2)cc1
  96.4	8.0	-48.6	-1.0	102.0	6.0	-2.6	-4.7	1.1	6.5
> Cc1ccc(S(=O)(=O)NC(C(=O)Oc2ccc3c(C)c(Cl)c(=O)oc3c2)c2ccccc2)cc1 (stereo unspecified)
  96.2	3.2	-12.9	3.3	102.0	.	3.9	4.8	-5.4	18.3
> CCc1ccc(OCc2nnc(SCC(=O)NCc3ccco3)o2)cc1
  82.0	-3.9	-21.4	-0.3	93.4	.	0.5	-5.1	-1.5	14.9
> COCCNC(=O)CN1CCC(NC(=O)Nc2ccc(C(F)(F)F)cc2)CC1
  92.7	-0.5	-31.0	3.7	83.4	-3.7	3.5	-11.3	-1.1	7.5
> CC(C)NC(=O)C(Sc1ccccc1)c1ccccc1 (stereo unspecified)
  81.4	5.6	-74.2	-1.3	107.5	-15.8	3.5	0.8	-1.6	29.7*
> CCN1CCN(C(=O)c2nn(-c3ccc(OC)cc3)c(=O)c3c2c2ccccc2n3C)CC1
  89.8	13.6	-30.1	-1.8	96.2	-21.9	1.5	13.6	-1.0	9.2
> CCOc1ccc(C2C(C#N)=C(N)SC(N)=C2C#N)cc1OCC
  91.5	.	-27.1	0.7	96.4	.	.	5.9	-1.0	8.9
> C/C(=C\C#N)n1nc(C)cc1N
  92.0	-4.0	27.3	-0.1	97.1	20.9	0.7	-2.5	0.1	-0.2
> O=C(CN1CCN(C(c2ccccc2)c2ccccc2)CC1)N1CCOCC1
  90.8	3.8	7.9	-0.2	101.4	.	1.3	-8.3	-0.6	9.6
> Cc1noc(C)c1S(=O)(=O)NC1CCN(Cc2ccccc2)CC1
  79.2	.	-6.4	-4.0	77.5	.	.	-7.3	-0.4	16.2
> O=C(CSc1ncnc2ccccc12)NCCCO
  97.0	-3.8	-5.6	-0.3	100.1	-25.0	1.0	-4.0	-2.8	8.4
> COc1ccc(C(=O)CSc2ccc(-c3ccc(C)cc3)nn2)cc1
  101.7	-1.0	-8.0	0.0	86.2	9.1	9.5	0.1	-7.7	7.1
> CNC(=O)c1nnn(Cc2ccccc2)c1NC(C)=O
  96.9	-13.4	-51.9	1.0	101.5	-12.7	2.8	-0.8	-1.5	10.9

# 3 compounds out of the list above, sorted by the number in Yeast growth inh, rising.
structure | GALR2 blocker | Yeast growth inh | E-sel TNF inh | NPY-Y2 antag | Yeast life ext | Phagocytosis inh | Measles CPE
CCOc1ccc(S(=O)(=O)N2CCCCC2)c2ccccc12 | -5.5 | -32.6 | . | 7.8 | -14.1 | 0.9 | 14.9
COc1cc(/C=N\NC(=O)Cn2nnc3ccccc32)cc(OC)c1OC | 13.7 | -14.0 | -39.5 | 5.2 | -3.5 | -1.3 | 4.2
OC1CCCN(Cc2ccc3c(c2)Cc2ccccc2-3)C1 (stereo unspecified) | -4.6 | -7.4 | . | 6.2 | -11.7 | 2.0 | 14.8

# Carrying on.
# Values run as follows: bCat KO growth	GALR2 blocker	Yeast growth inh	MRP-1 activ	PTEN del growth	E-sel TNF inh	NPY-Y2 antag	Yeast life ext	Phagocytosis inh	Measles CPE
> CCOC(=O)C1=C(N)c2ccccc2CC1C(C)C (stereo unspecified)
  81.3	-4.1	-16.6	-3.7	86.2	-10.6	-1.2	-7.4	-0.2	-0.1
> Cc1ccc(OCCSc2ncnc3sc(C)c(C)c23)cc1C
  105.0	2.9	-23.3	1.3	102.0	11.0	-2.3	-10.3	-2.3	6.8
> CC(CCc1ccccc1)NC(=O)c1cccc([N+](=O)[O-])c1 (stereo unspecified)
  88.0	-3.0	-51.5	-1.8	92.9	.	2.2	0.0	-7.8	4.7
> Cc1ccc2[nH]c(=O)c(COC(=O)c3cccs3)cc2c1
  73.7	-9.7	-30.5	-2.3	82.3	.	4.2	8.6	-4.7	4.0
> CN1CC=C2C(C#N)=C(N)C(C#N)(C#N)C(Cc3ccccc3)C2C1 (stereo unspecified)
  94.2	-14.7	-12.0	-2.2	93.7	-0.9	0.9	-7.7	-1.1	4.8
> CCOc1ccccc1NC(=O)NS(=O)(=O)c1ccc(C)cc1
  97.4	-12.4	-19.4	-0.6	98.8	31.3	3.8	-0.9	-1.9	3.9
> O=C(CSc1ccc(Cl)cc1)Nc1nnc(-c2cccc([N+](=O)[O-])c2)s1
  93.3	4.9	-24.1	-3.4	86.0	-4.2	2.6	2.0	.	10.2
> O=S(=O)(Nc1ccc2c3c(cccc13)CC2)c1ccc(F)cc1
  92.1	-11.6	-13.3	0.8	95.5	-43.1	2.2	-13.6	.	3.0
> CSc1ccc(/C=C(/NC(=O)c2ccc(C)cc2)C(=O)Nc2cccc(C)c2)cc1
  95.8	-3.5	-56.2	-2.6	89.0	5.6	7.9	4.8	-7.7	9.2
> CCOC(=O)c1[nH]c2ccc(OC)cc2c1NC(=O)CN1CCSCC1
  100.9	1.3	8.8	-1.3	101.1	-3.5	2.9	-20.3	0.2	5.9
> COc1ccc2c(c1)OCC1=C2CCC2(C)C(=O)CC=C12 (stereo unspecified)
  56.5	4.2	-20.9	-4.2	53.7	28.8	-3.6	-2.6	-0.3	6.5
> CC(NC(=O)c1cccc2ccccc12)c1ccc2c(c1)CCCC2 (stereo unspecified)
  16.6	-9.4	21.6	-2.1	25.1	17.6	5.3	-3.6	-6.3	8.8
> Cc1cc(-n2nnc3ccccc32)nc2ccccc12
  71.3	9.3	-20.4	-4.5	83.6	12.7	6.1	-5.4	3.3	31.2*
> CC(OC(=O)CCCc1nc2ccccc2s1)C(N)=O (stereo unspecified)
  90.8	-4.5	-6.2	-2.9	92.6	-16.0	-0.3	-6.5	-0.5	28.9*
> Cc1ccc(-n2cccc2/C=C2/C(=N)N3C(=NC2=O)SN=C3S(C)(=O)=O)cc1Cl
  90.6	-5.9	-16.5	-0.8	98.8	15.6	4.2	2.0	-1.9	12.1
> Cc1sc2nc(SCc3nc(-c4cccs4)no3)n(-c3ccccc3)c(=O)c2c1C
  104.0	-1.3	-43.9	1.4	90.2	-55.3	1.9	-9.1	.	12.1
> C=CCNC(=O)c1ccc(Sc2ccccc2)c([N+](=O)[O-])c1
  96.6	-1.7	-31.3	-5.5	84.8	-0.7	6.1	-5.3	-3.8	1.6
> CCCCOc1cccc(C(=O)NNC(=S)NC2CCCCC2)c1
  80.6	-7.0	-2.4	-3.9	85.4	.	1.3	.	.	4.6
> CCCCCCC(=O)Nc1c2c(nc3ccccc13)N(C)CC2
  80.0	-14.7	10.1	-3.9	72.2	.	9.9	-12.2	0.2	3.9
> Cc1cccc(OCCSc2nc3c([nH]2)c(=N)ncn3Cc2ccccc2)c1
  88.2	-9.8	-15.6	-2.4	81.7	.	5.3	.	.	8.8
> CS(=O)(=O)N(CC(=O)Nc1ccc2c(c1)OCCO2)Cc1ccc(Cl)cc1
  75.5	2.2	-13.6	-0.7	76.7	-16.6	5.1	-9.7	2.1	10.4
> Clc1ccccc1OCCCCn1ccnc1
  95.4	1.5	-25.4	-1.2	95.9	1.9	0.7	-6.5	-4.4	8.6
> O=C(NC(NC(=S)Nc1ccc(Cl)c(Cl)c1)C(Cl)(Cl)Cl)c1ccco1 (stereo unspecified)
  85.8	0.4	-34.2	-4.7	70.5	-13.2	-2.9	-19.0	.	13.5
> O=C(CSc1nnc(-c2ccncc2)n1-c1ccc(Cl)cc1)NCc1cccs1
  91.8	9.2	-25.2	-2.7	89.1	-5.2	-0.8	-12.1	.	31.4
> COc1ccc(-n2c(SCCC#N)nnc2-c2cc(Cl)ccc2OC)cc1Cl
  17.8	0.5	-38.9	-3.5	12.2	.	3.8	-4.3	.	4.7
> C=CCn1c(=O)c2c(C)c(C)sc2n2c(Nc3ccc(OC)cc3)nnc12
  103.8	-8.5	-15.1	7.7*	102.0	-4.6	1.0	-6.6	-3.0	3.3
